Assay outcomes: PubChem, several laboratories
CF NFkB block: inhibitors of cystic fibrosis induced NF-kB. actives 0.86% (n = 360,000). KKLEB NF-kB-GFP reporter, PAF-induced, GFP fluorescence overnight. inhibition, % at 5 µM. AID 588850;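 active = at least 50% inhibition at 5 µM, scaled per plate between neutral and stimulator controls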;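 also: PAF is a Pseudomonas aeruginosa culture filtrate used as stimulus; plate controls were PAF-stimulated DMSO wells for no effect and unstimulated DMSO wells for full effect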
HIF-2a inh: inhibitors of HIF-2a; actives 0.72% (n = 360,000); AID 624352; 786-0 RCC cells HIF-2a reporter, luciferase luminescence, overnight; inhibition, % at 18.8 µM;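 active = inhibition of the luminescence signal of 40% or more relative to plate controls, in a single-dose primary screen at 18.75 µM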
NR2E3 ag-1: activates human photoreceptor nuclear receptor NR2E3; actives 0.12% (n = 320,000); Q9Y5X4; inhibition of corepressor binding, % at 4.78 µM; AID 2300; GST-NR2E3/biotin-RetCOR TR-FRET, 1536-well;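 active = percent inhibition above the cutoff of mean plus 3 SD of all tested compounds, set per screening campaign, cut at about 20% in these data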;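 also: 0% = DMSO wells and 100% = biotin wells as full block of FRET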
Target sequence (Q9Y5X4 whole entry, looked up): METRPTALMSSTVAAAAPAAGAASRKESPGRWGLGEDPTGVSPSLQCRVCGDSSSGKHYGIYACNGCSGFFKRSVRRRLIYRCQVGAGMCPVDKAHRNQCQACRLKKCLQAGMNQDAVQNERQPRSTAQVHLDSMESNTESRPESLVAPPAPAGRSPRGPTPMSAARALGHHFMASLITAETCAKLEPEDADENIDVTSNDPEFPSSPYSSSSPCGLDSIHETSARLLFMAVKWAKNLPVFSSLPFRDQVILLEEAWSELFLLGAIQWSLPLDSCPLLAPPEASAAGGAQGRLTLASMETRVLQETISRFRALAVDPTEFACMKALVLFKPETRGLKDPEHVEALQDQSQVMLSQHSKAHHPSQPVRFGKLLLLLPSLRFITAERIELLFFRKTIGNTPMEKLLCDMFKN
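Material: NR2E3–RetCOR corepressor complex / Incubation: Compound–protein incubation for 5 h at 4 °C / Dosing: compound at 4.8 µM, single dose / Detection: time-resolved FRET / Benchmarks: high control biotin, low control 0.6% DMSO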
Vif imaging: inhibitors of HIV Vif | HEK293T cells, Vif self-association by quenched fluorescence, imaging, 24 h | inhibition, % at 7.49 µM | actives 0.35% (n = 340,000) | AID 602346; in the data active = inhibition above about 50%, passing the limit was not always enough; also: some results filed as inactive read as strong as hits
KKLEB tox: counter-screen for CF NF-kB inhibitors: cytotoxicity; KKLEB CF airway cells viability, ATPlite luminescence, overnight; hits give low values; cells stimulated with P. aeruginosa culture filtrate; activity change (cytotoxicity), % at 5 µM; actives 0.36% (n = 360,000);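 active = corrected activity change at or below -50% at 5 µM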
NR2E3 ag-2: agonists of human NR2E3 nuclear receptor; actives 0.35% (n = 360,000); AID 602229; CHO-S Gal4-NCOR/VP16-NR2E3 two-hybrid, luciferase; inhibition of corepressor binding, % at 3.98 µM;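 active = inhibition above the mean of all tested compounds plus 3 SD, cut at about 70% in these data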;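 also: 0% = DMSO with NR2E3 transfected cells and 100% = cells lacking NR2E3 construct; higher means lower luciferase signal from less NR2E3 corepressor binding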
Peg3 prom inh: reduces Peg3 promoter-driven luciferase expression in HeLa; HeLa PEG-Prom luciferase reporter, luminescence, overnight; actives 1.7% (n = 360,000); inhibition, % at 20 µM; AID 588405;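 active = inhibition of at least 50% at 20 µM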
PDI turbidity: inhibitors of human protein disulfide isomerase. inhibition, % at 10 µM. P07237. actives 0.052% (n = 350,000). AID 588391. PDI insulin aggregation turbidity, A650, 90 min;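 active = mean inhibition across replicates of 30% or more, whatever share of single replicates reach that level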;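 also: absorbance from insulin aggregation driven by PDI reduction with DTT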
Target sequence (P07237 whole entry, looked up): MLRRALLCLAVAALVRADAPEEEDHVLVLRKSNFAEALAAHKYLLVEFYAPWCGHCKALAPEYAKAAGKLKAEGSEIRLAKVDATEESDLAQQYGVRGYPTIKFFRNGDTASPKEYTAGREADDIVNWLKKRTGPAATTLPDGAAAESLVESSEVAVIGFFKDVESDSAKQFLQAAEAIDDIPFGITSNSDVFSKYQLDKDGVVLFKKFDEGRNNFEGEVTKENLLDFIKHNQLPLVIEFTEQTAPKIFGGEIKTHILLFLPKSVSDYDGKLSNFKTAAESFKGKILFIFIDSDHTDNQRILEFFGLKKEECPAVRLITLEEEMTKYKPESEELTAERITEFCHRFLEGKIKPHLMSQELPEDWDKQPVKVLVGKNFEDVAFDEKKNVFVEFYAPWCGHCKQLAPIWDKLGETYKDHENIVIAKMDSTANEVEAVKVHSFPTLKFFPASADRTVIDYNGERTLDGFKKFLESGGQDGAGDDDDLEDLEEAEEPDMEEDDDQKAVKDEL
Shn3 inh set2: inhibitors of Schnurri-3 3'UTR reporter in osteoblasts; Clone20 osteoblast Shn3 3'UTR firefly luciferase, 24 h; actives 0.52% (n = 360,000); inhibition, % at 12.5 µM;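 active = mean inhibition of at least 75% with every replicate also reaching 75%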;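 also: 0% = median of neutral control wells and 100% = pilot-screen positive control compound; some compounds past the cut are filed as inactive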
CaV13 ICDI inh: Primary screen for inhibitors of IQ motif and Ca2+-dependent inactivation inhibitor domain binding in CACNA1D, Förster resonance energy transfer in living cells, …; HEK cells, CFP/YFP FRET ICDI-IQ, plate reader, 10 min; percent FRET-ratio fall versus neutral wells; inhibition, % at 12.3 µM; actives 0.098% (n = 340,000);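 active = mean replicate inhibition of at least 30% and at least 1% of replicates passing that level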;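 also: 0% = median of the neutral control wells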
MITF TRPM1 inh: MITF TRPM1 promoter inhibition in SK-MEL-5 cells; actives 0.83% (n = 330,000); inhibition, % at 12.5 µM; SK-MEL-5 TRPM1 promoter luciferase, 24 h; AID 488899;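 active = mean inhibition across replicates of 60% or more, whatever share of single replicates reaches that level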; also: values of inactives mirror those of a sister screen read the other way
* = called active by the depositor; x = no result given.

smiles,NR2E3 ag-1,NR2E3 ag-2,HIF-2a inh,CF NFkB block,CaV13 ICDI inh,PDI turbidity,Peg3 prom inh,Vif imaging,MITF TRPM1 inh,KKLEB tox,Shn3 inh set2
O=C1C2CCCN2C(c2ccccc2)N1c1ccc(Cl)cc1 (stereo unspecified),6,-8,-5,-15,-4,0,4,-8,3,6,73
CCN(CC)c1ccc(NC(=O)CN2CCN(CC(=O)Nc3ccc(OC)cc3)CC2)cc1,0,-4,8,-4,-5,10,22,17,3,-10,12
CC(C)c1nc(N2CCCC2)c(C#N)c2c1CCCC2,-1,-26,26,22,x,-3,7,x,0,-11,6
O=C(NCc1ccccn1)c1cc2ccccn2n1,0,7,-40,-4,-3,x,-13,1,x,10,-2
COCc1nnc(NC(=O)C2CC(=O)N(C3CCCCC3)C2)s1 (stereo unspecified),5,-8,7,-14,-5,3,21,8,5,7,-2
COc1ccc(-c2nn(-c3ccccc3)cc2CNCCN2CCOC2=O)c(F)c1,-3,-13,-4,-15,-4,0,-10,0,-21,-10,-4
CN(c1ccc(OCC(=O)Nc2ccccc2C(=O)O)cc1)S(=O)(=O)c1ccc(Cl)cc1,x,-31,-27,16,-7,4,5,12,7,22,13
COc1ccc(NC(=O)C2CCN(c3cnccn3)CC2)cc1Cl,3,-23,-5,8,-3,3,-7,1,-1,7,0
NC(=O)CC(O)c1cccc(Cl)c1 (stereo unspecified),1,-23,19,10,x,10,7,x,2,-3,-2
CCCNC(=O)NC(=O)COC(=O)c1ccc(S(=O)(=O)N(C)c2ccccc2OC)cc1,3,-56,18,5,-5,4,12,x,1,10,10
CCN(CC)C(=O)Cn1cc(/C=C(\C#N)C(=O)N2CCN(c3ccccc3)CC2)c2ccccc21,1,1,3,4,-5,4,17,4,-4,12,47
CCOC(=O)c1c(S(=O)(=O)Nc2ccccc2OCC)c(C)n(C)c1C,0,-7,9,-3,-3,13,11,7,7,-2,9
CN(CC(=O)Nc1cccc(F)c1)C(=O)C1CCN(S(=O)(=O)c2ccc3c(c2)OCCO3)CC1,-5,1,18,11,-7,1,9,-12,5,-8,-16
CC(=O)c1c(C)nc(Nc2nc3ccccc3s2)nc1C,2,-96,-202,-5,-21,-16,-166,2,x,-7,-107
COc1ccc(NC(=O)C(NS(=O)(=O)c2cccs2)C(C)C)cc1Cl (stereo unspecified),1,-25,2,-1,-3,9,-4,16,-11,-1,-3
CCOc1ccccc1N1CCN(C(=S)NCc2ccco2)CC1,2,5,12,2,-7,-4,9,2,-2,5,-5
C/C(N)=C(/C#N)C(=O)COC(=O)CNS(=O)(=O)c1ccc2ccccc2c1,2,-6,8,-3,-15,7,1,6,4,7,1
Cc1cc(C)cc(NC(=S)NCCN2CCOCC2)c1,2,1,-3,-10,-4,11,7,7,5,17,-7
CCOC(=O)C1=C(C)NC(c2cccs2)C(=O)N1 (stereo unspecified),2,6,14,-7,-7,-2,18,4,-8,8,-10
COc1ccc(S(=O)(=O)Nc2ccc(Cl)cn2)cc1,2,-1,15,-6,-5,-4,9,19,6,-3,-12
O=c1[nH]cnc(O)c1C1C=CC=CC=C1,x,15,10,-4,-6,-7,14,-4,9,10,-5
O=C(CN1C(=O)COc2ccccc21)NC1CCCC1,4,6,4,-9,-8,5,12,13,6,0,16
C[N+](C)(C)CCOP(=O)(O)OP(=O)([O-])OC[C@H]1O[C@@H](n2ccc(N)nc2=O)[C@H](O)[C@@H]1O,0,-19,-4,2,x,4,11,-1,1,-20,-10
COc1cc(NC(=O)CN2CCN(CC(=O)Nc3ccccc3OC)CC2)cc(OC)c1,2,18,19,-2,-3,7,10,-9,-3,-7,-2
Cc1nc2nc[nH]n2c(=O)c1NC(=O)c1c(-c2ccccc2Cl)noc1C,1,-13,20,7,-4,-5,4,-4,-8,4,9
Cc1ccc(C(=O)OCC(=O)Nc2ccccc2C(F)(F)F)cc1S(=O)(=O)N1CCCCC1,x,-28,12,17,-7,13,29,-8,1,-5,7
O=C(Cn1cc(-c2nnnn2-c2ccc(Cl)cc2)c(=O)c2ccccc21)c1ccccc1,-3,-22,0,-4,-5,-2,12,2,2,-11,-8
N#Cc1cc([N+](=O)[O-])ccc1NC(=O)COC(=O)c1cnccn1,x,-19,-7,-5,-10,2,-7,-2,12,7,-31
COc1ccc(C)cc1Nc1n[n+](-c2ccccc2)c(-c2cccc(Cl)c2Cl)s1,2,-22,17,19,-4,-2,13,-1,18,-8,-14
CC(C)N1CCC1(C)C(=O)Nc1cc(-c2ccccc2)nn1C (stereo unspecified),x,-1,-25,-6,-5,-2,-23,1,x,10,-5
COc1ccc(-n2cc(C(=O)c3cc(Cl)ccc3O)cc(C#N)c2=O)cc1,2,-24,21,1,1,-5,24,1,6,9,-13
CCCn1nnnc1NC(=O)COc1ccc(CC)cc1,0,6,3,6,-3,-5,-6,-2,0,-2,-6
C/C(=N/Nc1ccnc2cc(Cl)ccc12)c1ccc(N)cc1,1,12,-157,-108,3,-3,-153,3,-41,4,-10
O=C(NCCc1ccc(Cl)cc1)C12CC3CC(CC(O)(C3)C1)C2,-1,-22,-45,-11,-7,7,-49,0,-18,-1,-10
COc1ccc(S(=O)(=O)N2CCCN(CC(=O)Nc3cc(NC(C)=O)ccc3OC)CC2)cc1,-1,0,6,-4,-1,6,6,3,-9,-4,9
C[C@H](CO)N1C[C@H](C)[C@H](CN(C)S(=O)(=O)c2ccc(C#N)cc2)OCc2cnnn2CCCC1=O,x,-16,4,-8,-10,-2,-4,4,x,3,6
O=C(Nc1cccc(Cl)c1)C1CCCN(C2=NS(=O)(=O)c3ccccc32)C1 (stereo unspecified),x,1,-3,-9,x,-2,24,6,-6,5,5
COc1ccc(NC(=O)[C@H](C)NC(=O)C2CCN(S(=O)(=O)c3ccc(C)cc3)CC2)cc1OC,3,-6,5,-10,-6,3,3,-4,0,4,-12
CCOC(=O)COc1nc(N(C)C)nc(N(C)C)n1,2,9,7,-13,-2,5,0,11,0,-6,1
Cn1c(NCc2cccnc2)nc2cc(-c3ccc(C(=O)N4CCOCC4)cc3)sc2c1=O,x,-9,2,11,-6,-4,25,x,x,-11,-4
CCN(CC)CCNC(=O)c1cc(Nc2ccc(OC)c(OC)c2)nc2ccccc12,-6,-17,-4,-7,-19,13,-17,-10,-6,-1,27
Cc1cc(C)c(NC2=CC(=O)CC(C)(C)C2)c(C#N)c1,2,1,13,-1,-8,-9,10,-5,9,1,-3
CCCSc1nc(=O)n2cc(C)ccc2n1,-3,-22,-125,-4,-7,-1,-86,x,-60,9,-10
CC(C)(C)CNC(=O)c1cccc2c1C(=O)c1ccc(N3CCCC3)cc1S2(=O)=O,x,8,2,-12,-22,7,16,7,4,-4,3
NC(=O)c1ccc(SCC(=O)NC2CCCCC2)c([N+](=O)[O-])c1,1,6,14,1,0,6,-3,-17,1,-8,2
COc1ccc(NC(=O)CNC(=O)c2cccs2)cc1Cl,2,-33,-48,-30,-5,-1,-38,4,-13,18,12
Cc1c(CCNC=O)cc(C)c2c3c(oc12)CCCC3,x,-69,-272,58*,-6,4,-341,3,-61,-12,-21
CCC(C)NC(C(=O)Nc1ccc(Cl)c([N+](=O)[O-])c1)c1ccccc1 (stereo unspecified),1,-6,16,2,-8,-20,25,-7,3,6,0
COc1ccc(OCc2nnc(SCC(=O)Nc3cccc(C(C)=O)c3)o2)cc1,1,5,-4,15,-6,-2,23,-2,6,-10,-15
COc1cccc(OC)c1NC(=O)CN(C)S(=O)(=O)c1ccc2c(c1)OCCO2,2,-39,1,-2,-2,-5,4,-8,-6,-6,-10
Cc1ncc(CN2CCN(C3CCCC3)C(CCO)C2)s1 (stereo unspecified),2,-16,12,3,-6,8,-7,-1,11,8,-4
Cc1cc(C)nc(/N=C(\N)Nc2ccc(F)c([N+](=O)[O-])c2)n1,3,34,5,27,-6,-7,30,-5,11,-9,7
Cc1cccc(C)c1NC(=O)CN(C)C(=O)c1cccc(NS(=O)(=O)c2ccccc2)c1,1,24,4,-6,-2,-4,-9,-6,5,10,-1
O=C(CSc1nnc(C2COc3ccccc3O2)o1)N1CCOCC1 (stereo unspecified),3,6,11,3,-2,-6,5,-13,7,-12,-5
C/C=C/C1=CC(=O)C[C@H](c2ccc(Cl)cc2)C1,0,-31,9,4,-3,5,16,-6,-3,-9,-66
Cc1cc(C)c(-c2csc(NC(=O)C3=NN(c4ccccc4)C(=O)CC3)n2)c(C)c1,-1,3,21,18,-2,-1,20,-1,29,-5,37
Cc1ccccc1CN(c1ccc(C(=O)N/N=C/c2ccc(OCC(N)=O)cc2)cc1)S(C)(=O)=O,-3,4,17,13,-3,21,6,x,2,-4,-6
NS(=O)(=O)c1ccc(NC(=S)NCc2ccccc2)cc1,3,-12,11,4,-18,-7,7,2,-12,-1,12
Cc1cc(C)cc(NC2=CC(=O)CC(c3ccco3)C2)c1 (stereo unspecified),0,-7,-2,22,-4,10,25,-1,6,-6,0
COCCCn1nnnc1SCC(=O)Nc1nc(C)c(C)s1,0,-3,-4,-4,x,-18,-25,22,-15,-8,-18

The listing continues:
smiles,NR2E3 ag-1,NR2E3 ag-2,HIF-2a inh,CF NFkB block,CaV13 ICDI inh,PDI turbidity,Peg3 prom inh,Vif imaging,MITF TRPM1 inh,KKLEB tox,Shn3 inh set2
Cc1ccc(S(=O)(=O)NC(=O)NCc2ccco2)cc1,x,10,17,-4,-3,3,18,-5,-9,22,8
Cn1c(SCC(=O)N(C2CCCCC2)C2CCCCC2)nnc1-c1cccs1,2,-10,17,-10,x,-4,34,-2,21,1,6
COc1ccc(-c2nc(CS(=O)CC(=O)NCc3ccc4c(c3)OCO4)c(C)o2)cc1OC (stereo unspecified),-1,-17,-3,12,-2,2,-9,-9,6,-13,-10
COc1cc(/C=C2/C(=O)NN(c3ccc(F)cc3)C2=O)cc(Cl)c1O,-2,-25,16,6,-4,3,3,-1,4,-1,0
COc1ccc(CNC(=O)Cc2c(C(=O)O)[nH]c3ccccc23)cc1,3,-2,6,-6,-9,4,0,3,-4,5,-1
CCc1ccccc1NC(=O)CNC(=O)c1ccc(S(=O)(=O)NCc2ccco2)cc1,x,1,9,1,-7,1,2,8,x,-6,1

CF NFkB block: hit marks shown above
canonical_smiles | NR2E3 ag-1 | NR2E3 ag-2 | HIF-2a inh | CF NFkB block | CaV13 ICDI inh | PDI turbidity | Peg3 prom inh | Vif imaging | MITF TRPM1 inh | Shn3 inh set2
Cc1c(CCNC=O)cc(C)c2c3c(oc12)CCCC3 | x | -69 | -272 | 58* | -6 | 4 | -341 | 3 | -61 | -21

Hits appear at their usual frequency. Share with any hit: about 3.3%.
